Screening data (PubChem BioAssay)
LMPTP block: blocks human LMPTP phosphatase; inhibition, % at 20 µM; 0.22% of 360,000 active; recombinant LMPTP-A, OMFP fluorogenic substrate, fluorescence intensity; P24666;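 active = compounds that cut the enzyme signal by at least half of the control window in the single-dose screen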;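 also: plate controls were DMSO wells with enzyme plus substrate for no effect and substrate without enzyme for full effect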
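test system = LMPTP-A | amount = 0.625 nM LMPTP-A final | reagent = fluorogenic phosphatase substrate OMFP at 400 µM final | incubation = 50 min at room temperature | benchmarks = no-enzyme low control, uninhibited high control | medium = Bis-Tris pH 6.0, DTT, detergent | signal = fluorescence intensity of OMFP turnover product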
Rin1 Abl inh: inhibitors of human Rin1-Abl protein interaction; P00519+Q13671; 0.4% of 360,000 active; TR-FRET Rin1/Abl binding, biochemical; AID 588664; inhibition, % at 7.35 µM; in the data active = inhibition above about 5%, passing the limit was not always enough
STEP block: inhibitors of human striatal-enriched phosphatase STEP. inhibition, % at 20 µM. 0.25% of 360,000 active. P54829. recombinant STEP, OMFP fluorogenic substrate, fluorescence;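 active = inhibition at 20 µM, scaled per plate between control wells, above about 37%, limit read from the data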;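 also: 0% = DMSO with enzyme and substrate and 100% = substrate only without enzyme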
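System: STEP phosphatase, cell-free reaction; Buffer or medium: Bis-Tris pH 6.0 buffer with DTT, detergent; Incubation: 20 min at room temperature, dark; Measured by: fluorescence, 480/540 nm.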
SUMO1 PPI mod: modulators of human SUMO1-mediated protein-protein interactions; inhibition, % at 20 µM; SUMO1 binding to a labelled peptide, TR-FRET, 1 h; P63165; AID 602429; 0.33% of 360,000 active; in the data active = inhibition above about 37%
DNMT1 inh: DNMT1 (human) enzyme inhibition | P26358 | DNMT1 molecular beacon, Hinp1I cleavage, fluorescence | inhibition (reported as % activation of signal), % at 10 µM | 0.83% of 360,000 active; in the data active = inhibition above about 50%
Rpn11 block: inhibitors of human proteasome Rpn11; human 26S proteasome, Ub4-pepOG fluorescence polarization; 20S core pre-blocked with epoxomicin; calls only at 20 µM; 0.59% of 360,000 active; AID 588493;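 active = inhibition at 20 µM, scaled to each plate's controls, above about 33%, limit read from the data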
NadD inh: inhibitors of Staphylococcus aureus NadD; purified NadD enzyme, colorimetric absorbance read-out; inhibition, % at 20 µM; 0.78% of 360,000 active; AID 602399; in the data active = inhibition above about 26%; also: some compounds past the cut are filed as inactive
CSN deneddyl inh: CSN deneddylation inhibition; inhibition, % at 12.5 µM; Purified CSN, SCF-Nedd8-OG deneddylation, fluorescence polarization; Q92905; 0.38% of 360,000 active; AID 651999;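 active = pattern-corrected inhibition above about 35%, with an unprinted fluorescence ratio check between 0.5 and 1.5, limit read from the data, passing the limit was not always enough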;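 also: 0% = enzyme with substrate and 100% = substrate without enzyme; some results filed as inactive read as strong as hits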
Target sequence (Q92905 whole entry, looked up, one chain of several): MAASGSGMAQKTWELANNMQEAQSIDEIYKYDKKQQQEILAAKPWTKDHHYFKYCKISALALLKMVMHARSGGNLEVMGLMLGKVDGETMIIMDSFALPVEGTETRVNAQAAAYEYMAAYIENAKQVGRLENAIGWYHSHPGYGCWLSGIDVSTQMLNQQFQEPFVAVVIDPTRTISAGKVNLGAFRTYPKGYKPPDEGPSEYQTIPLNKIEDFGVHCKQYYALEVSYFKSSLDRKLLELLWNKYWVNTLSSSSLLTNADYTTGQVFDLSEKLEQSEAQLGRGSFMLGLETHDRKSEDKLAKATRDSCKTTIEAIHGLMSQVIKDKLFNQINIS
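Assay system: purified human Csn5 enzyme expressed in HEK293T cells; measure: % inhibition; also added: SCFSkp2-Nedd8OG substrate at 10 nM final; technique: fluorescence polarization; times: reaction 90 min, room temperature; medium: Tris buffer pH 7.5, NaCl, DTT, Tween-20, trehalose, ovalbumin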
Neddyl block: inhibitors of human cullin neddylation | P61081+Q13564 | calls only at 25 µM | AID 651699 | 0.58% of 360,000 active | TR-FRET cullin neddylation, biochemical; in the data active = inhibition above about 36%
Target sequence (P61081 whole entry, looked up): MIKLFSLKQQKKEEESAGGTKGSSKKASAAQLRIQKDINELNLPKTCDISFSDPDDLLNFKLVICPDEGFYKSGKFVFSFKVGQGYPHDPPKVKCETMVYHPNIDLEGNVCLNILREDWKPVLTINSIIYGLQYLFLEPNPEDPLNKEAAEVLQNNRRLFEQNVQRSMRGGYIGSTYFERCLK
Target sequence (Q13564 whole entry, looked up): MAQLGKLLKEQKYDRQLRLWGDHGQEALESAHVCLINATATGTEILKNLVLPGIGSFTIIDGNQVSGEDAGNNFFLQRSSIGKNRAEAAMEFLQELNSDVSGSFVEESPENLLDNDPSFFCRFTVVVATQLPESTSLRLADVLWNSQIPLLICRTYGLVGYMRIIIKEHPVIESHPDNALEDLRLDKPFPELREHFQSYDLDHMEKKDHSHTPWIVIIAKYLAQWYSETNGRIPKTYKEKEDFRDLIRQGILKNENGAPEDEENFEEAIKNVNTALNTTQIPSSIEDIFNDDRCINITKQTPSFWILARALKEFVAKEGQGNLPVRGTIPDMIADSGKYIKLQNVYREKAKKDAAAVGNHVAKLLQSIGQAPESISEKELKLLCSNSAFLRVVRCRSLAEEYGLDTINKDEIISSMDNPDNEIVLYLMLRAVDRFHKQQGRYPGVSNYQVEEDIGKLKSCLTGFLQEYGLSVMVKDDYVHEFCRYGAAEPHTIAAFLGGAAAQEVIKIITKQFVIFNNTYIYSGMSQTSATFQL
Scp-1 inhibitor: blocks human Scp-1 phosphatase activity; 0.88% of 340,000 active; inhibition, % at 20 µM; Q9GZU7; Recombinant Scp1, phosphopeptide, malachite green phosphate absorbance;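 active = inhibition above about 50% at 20 µM, limit read from the data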;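 also: plate controls were DMSO wells with enzyme for no effect and wells lacking enzyme for full effect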
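Assay system: SCP-1 catalytic fragment, aa 76-261 | Buffer or medium: Tris acetate buffer pH 5.5 with MgCl2 and Tween-20 | Compound: One concentration, 20 µM, with 1.0% DMSO | Also added: Phospho 17-mer peptide substrate | Signal: Absorbance at 630 nm | Incubation: 45 min enzyme reaction at room temperature | Measure: % inhibition of SCP-1 phosphate liberation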
An asterisk follows results filed as active; i = inactive; x = not tested or not shown; + = active, no number.

Results follow in this order: LMPTP block	Rin1 Abl inh	STEP block	SUMO1 PPI mod	DNMT1 inh	Rpn11 block	NadD inh	CSN deneddyl inh	Neddyl block	Scp-1 inhibitor
(1) CCc1ccccc1OCC(=O)NC1CCCC1
    -0.2	-5	-1	-2	-1	i	10	1	i	-7
(2) NS(=O)(=O)c1ccc(NS(=O)(=O)c2ccc(Br)cc2)cc1
    -1.0	2	1	8	-1	i	-6	0	i	-3
(3) O=C1c2cccc3cccc(c23)C(=O)N1c1ccc(O)cc1
    -0.6	-7	2	-15	3	i	4	8	i	-5
(4) Cc1cccc(C(=O)OCC(=O)NNC(=O)c2cccs2)c1O
    -1.4	0	-2	20	1	i	2	-4	i	-4
(5) Cc1c(N=C2NC(=O)/C(=C/c3ccc(O)cc3)S2)c(=O)n(-c2ccccc2)n1C
    -1.3	-3	-3	-12	-2	i	-1	-1	i	6
(6) CCOc1ccc(NC(=O)CSc2nnc(Cc3csc(C)n3)o2)cc1
    -0.2	1	-1	4	1	i	-12	-1	i	-4
(7) COc1cccc(CN2CCN(C(=O)c3cc(-c4ccccn4)nc4ccc(Cl)cc34)CC2)c1
    0.5	2	-1	-3	-7	i	11	-4	i	-4
(8) CCN(CC)S(=O)(=O)c1ccc(Nc2nc3ccccc3n3nnnc23)cc1
    0.7	-1	5	-1	4	i	1	-5	x	-19
(9) Cc1ccc(NC(=O)n2ncc3c(C)cccc32)cc1F
    -0.7	0	-1	-3	-1	i	-3	3	i	-7
(10) COc1ccc(C2C(C(=O)OCC(=O)N3CCCCC3)CCC(=O)N2c2ccc(OC)cc2)cc1 (stereo not drawn)
    -1.6	1	-1	3	3	i	-1	-2	i	-4
(11) c1ccc(Nc2nc(-c3ccccc3)ns2)cc1
    1.8	4	-2	-9	10	i	-7	2	i	-11
(12) O=S(=O)(NCC1CCCO1)c1ccc(S(=O)(=O)N2CCc3ccccc3C2)cc1 (stereo not drawn)
    0.3	6	-1	4	13	i	-6	-3	i	-4
(13) O=C(NCCCNC(=O)c1ccc(-c2cccc(Cl)c2)o1)c1cnccn1
    -0.8	-2	-2	-4	-1	i	4	1	i	-3
(14) O=C(O)C1Cc2ccccc2CN1S(=O)(=O)c1ccc2ccccc2c1 (stereo not drawn)
    0.5	-1	-5	4	6	i	9	-1	i	32
(15) CCCn1c(=O)c2ccccc2n2c(SC(C)C(N)=O)nnc12 (stereo not drawn)
    -1.2	-1	-3	6	3	i	-3	-1	i	-5
(16) Clc1ccc(SCc2cn3cccnc3n2)cc1
    -0.7	-2	-3	-1	-2	i	4	4	i	-5
(17) CCOc1ccc(NC(=O)C2CCN(C(=O)N3CCOc4ccccc43)CC2)cc1
    -0.5	1	0	-2	2	i	1	1	i	-1
(18) CNC(=S)NNC(=O)c1sccc1C
    -1.7	0	-1	0	-1	i	-4	-13	i	-5
(19) CCC(=O)Nc1nnc(SCC(=O)NCCc2ccc(OC)c(OC)c2)s1
    -0.4	-1	-1	1	-1	i	0	-4	i	1
(20) CN1C(C(=O)NCc2ccccc2)CC2Cn3c(nc4cc5ccccc5cc43)C21 (stereo not drawn)
    -0.9	0	0	-21	1	i	-9	-2	i	4
(21) CCOC(=O)C1=C(CSc2nncn2C)NC(=O)NC1c1cc(OCC)ccc1OCC (stereo not drawn)
    -1.7	-2	-1	1	0	i	2	4	i	0
(22) O=S1(=O)CC(N2CCCCC2)CN1Cc1ccccc1 (stereo not drawn)
    -2.1	2	-1	2	-4	i	-5	-2	i	x
(23) Cc1cn([C@H]2C[C@H](O)[C@@H](CNCc3cc(Cl)ccc3OCc3ccc(Cl)cc3)O2)c(=O)[nH]c1=O
    -0.3	1	-2	4	4	i	-1	0	i	x
(24) O=C(COC(=O)CNS(=O)(=O)/C=C/c1ccccc1)Nc1cc(S(=O)(=O)N2CCCCC2)ccc1Cl
    1.8	3	-4	4	0	i	-1	0	i	-8
(25) COc1cc(CCC(=O)OCC(=O)Nc2c(C)cc(C)cc2C)cc(OC)c1OC
    -1.7	-4	-2	0	-3	i	-5	-9	i	-5
(26) COC(=O)c1ccncc1C(=O)Nc1ccc(OC)cc1
    1.9	0	-2	-5	0	i	-4	-10	i	3
(27) Cc1cc(N2CCN(C)CC2)nc2ccc(NC(=O)CCC3CCCC3)cc12
    -6.4	-3	0	-12	-2	i	-4	0	i	-9
(28) Cc1c(CCO)c(=O)[nH]n1C(=O)c1c(F)cccc1F
    -0.4	-1	2	-1	3	i	-3	0	i	-2
(29) O=C(COC(=O)/C=C/c1ccccc1Cl)Nc1cccnc1Cl
    -1.0	1	2	-3	2	i	-6	0	i	-5
(30) COc1ccccc1NS(=O)(=O)c1ccc(Cl)c(NC(=O)CN2C(=O)c3ccccc3C2=O)c1
    -1.5	0	-1	-1	4	i	-3	-15	i	-5

31: COc1cc(/C=C/C(=O)OCC(=O)NCc2ccccc2OC)ccc1O
32: CC(C)n1c(=O)nc(-c2ccccc2)c2cc3c(cc21)OCO3
33: COc1cccc(NC(=O)CSc2ncnc3c2cnn3Cc2ccccc2)c1
34: O=C(COC(=O)c1ccc(F)cc1Cl)NC1CCS(=O)(=O)C1 (stereo not drawn)
35: O=C(CN(Cc1ccccc1)S(=O)(=O)c1cccc(C(F)(F)F)c1)NC1CCCCC1

| Assay by compound | 31 | 32 | 33 | 34 | 35 |
| --- | --- | --- | --- | --- | --- |
| LMPTP block | 0.6 | 0.1 | 1.8 | -0.4 | 2.1 |
| Rin1 Abl inh | 3 | 1 | -3 | 4 | 5 |
| STEP block | 0 | -2 | -1 | -2 | 3 |
| SUMO1 PPI mod | -21 | -19 | 0 | 3 | 0 |
| DNMT1 inh | -5 | 0 | -11 | -3 | -4 |
| Rpn11 block | i | i | i | i | i |
| NadD inh | -4 | 0 | -9 | 1 | -4 |
| CSN deneddyl inh | 5 | -3 | 1 | 1 | 0 |
| Neddyl block | i | i | i | i | i |
| Scp-1 inhibitor | 8 | x | -13 | 2 | -14 |

By substructure: the compounds so far with an NH in an aromatic ring
23: Cc1cn([C@H]2C[C@H](O)[C@@H](CNCc3cc(Cl)ccc3OCc3ccc(Cl)cc3)O2)c(=O)[nH]c1=O
28: Cc1c(CCO)c(=O)[nH]n1C(=O)c1c(F)cccc1F

| Assay by compound | 23 | 28 |
| --- | --- | --- |
| LMPTP block | -0.3 | -0.4 |
| Rin1 Abl inh | 1 | -1 |
| STEP block | -2 | 2 |
| SUMO1 PPI mod | 4 | -1 |
| DNMT1 inh | 4 | 3 |
| Rpn11 block | i | i |
| NadD inh | -1 | -3 |
| CSN deneddyl inh | 0 | 0 |
| Neddyl block | i | i |
| Scp-1 inhibitor | x | -2 |

Other results follow.
36: COc1ccccc1OCCC(=O)Nc1cccc(S(=O)(=O)N2CCCCC2)c1
37: COc1ccccc1OCc1cc(C(=O)NCCN2CCCC(O)C2)no1 (stereo not drawn)
38: CC(=O)c1ccc(S(=O)(=O)NCc2nnnn2-c2ccccc2)cc1
39: COCC1CCN(C(=O)C2CCC(=O)N(Cc3cccc(F)c3)C2)CC1 (stereo not drawn)
40: Cc1ccc(-c2nc3ccccc3c(=O)n2-c2c(C)n(C)n(-c3ccccc3)c2=O)cc1

| Assay by compound | 36 | 37 | 38 | 39 | 40 |
| --- | --- | --- | --- | --- | --- |
| LMPTP block | 0.7 | -0.6 | 0.3 | 0.2 | -1.3 |
| Rin1 Abl inh | -5 | 2 | 4 | 0 | -2 |
| STEP block | -1 | 1 | 4 | -2 | -1 |
| SUMO1 PPI mod | 9 | 2 | -1 | -2 | 6 |
| DNMT1 inh | 2 | -1 | 3 | 1 | 1 |
| Rpn11 block | i | i | i | i | i |
| NadD inh | -7 | 1 | 1 | -4 | 1 |
| CSN deneddyl inh | -1 | 1 | 6 | -3 | 0 |
| Neddyl block | i | i | i | i | i |
| Scp-1 inhibitor | -3 | -2 | -4 | -7 | -4 |

41: CCn1c(CNc2ccc(Cl)cc2)nnc1SCc1ccccc1
42: Oc1ccc(Br)cc1C=Nc1ccc2c3c(cccc13)CC2
43: CCOC(=O)C(C(=O)OCC)N(C#N)c1nc(N(C)C)nc(N(C)C)n1
44: Cc1ccc([N+](=O)[O-])c2c1C(N1CCCCC1)C(C)(C)O2 (stereo not drawn)
45: COc1ccc(OCC(=O)NC(=S)Nc2ccc(S(=O)(=O)Nc3cc(C)on3)cc2)cc1

| Assay by compound | 41 | 42 | 43 | 44 | 45 |
| --- | --- | --- | --- | --- | --- |
| LMPTP block | -1.3 | 0.6 | -1.6 | -0.9 | 0.5 |
| Rin1 Abl inh | 0 | -2 | 1 | 2 | 4 |
| STEP block | -1 | -26 | 4 | 0 | 0 |
| SUMO1 PPI mod | -2 | -5 | 14 | -1 | 11 |
| DNMT1 inh | 2 | -20 | 0 | 2 | 0 |
| Rpn11 block | i | x | i | i | i |
| NadD inh | 9 | 8 | 1 | -4 | -6 |
| CSN deneddyl inh | -1 | 7 | -3 | 5 | 3 |
| Neddyl block | i | + | i | i | i |
| Scp-1 inhibitor | 8 | -4 | -6 | -3 | -7 |

Next part (3 carried over from the part before).
43: CCOC(=O)C(C(=O)OCC)N(C#N)c1nc(N(C)C)nc(N(C)C)n1
44: Cc1ccc([N+](=O)[O-])c2c1C(N1CCCCC1)C(C)(C)O2 (stereo not drawn)
45: COc1ccc(OCC(=O)NC(=S)Nc2ccc(S(=O)(=O)Nc3cc(C)on3)cc2)cc1
46: CCN(CC)c1ccc(NC(=O)CN2CCN(S(=O)(=O)c3cc(Cl)ccc3OC)CC2)cc1
47: O=S(=O)(Nc1ccc(S(=O)(=O)N2CCOCC2)cc1)c1ccccc1
48: CC(=O)Nc1ccc2nc(-c3ccncc3)[nH]c2c1
49: O=C(Nc1ccccc1)c1cc2ccc3ccccc3c2s1
50: COC(=O)[C@@H](Cc1c[nH]c2ccccc12)NCc1cccc(B(O)O)c1

| Assay by compound | 43 | 44 | 45 | 46 | 47 | 48 | 49 | 50 |
| --- | --- | --- | --- | --- | --- | --- | --- | --- |
| LMPTP block | -1.6 | -0.9 | 0.5 | 0.2 | 1.4 | -0.2 | 2.0 | -0.8 |
| Rin1 Abl inh | 1 | 2 | 4 | 1 | -1 | 2 | -2 | -3 |
| STEP block | 4 | 0 | 0 | 3 | -3 | 5 | 2 | -2 |
| SUMO1 PPI mod | 14 | -1 | 11 | -2 | 1 | 2 | -23 | 1 |
| DNMT1 inh | 0 | 2 | 0 | -3 | 1 | 1 | -2 | 2 |
| Rpn11 block | i | i | i | i | i | i | i | i |
| NadD inh | 1 | -4 | -6 | -2 | 6 | -5 | -2 | 1 |
| CSN deneddyl inh | -3 | 5 | 3 | 5 | -2 | 1 | -6 | 0 |
| Neddyl block | i | i | i | i | i | x | i | i |
| Scp-1 inhibitor | -6 | -3 | -7 | 11 | -2 | 1 | -21 | -8 |

An unsorted share of the library; about 3.8% have a hit in one of these screens.
